sPLA2-III inh – Inhibits HGIII-sPLA2 liposome hydrolysis, primary screen; Q9NZ20; QFRET BODIPY PC-A2 liposome hydrolysis, fluorescence; inhibition, % at 12.2 µM; actives 0.56% (n = 370,000);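 active means inhibition above mean plus 3 SD of compounds lying within the high and low control bounds, cut at about 19% in these data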;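 further: 0% = median of test compound wells and 100% = no enzyme DMSO wells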
hgDAF12 agonist – agonists of H. glycines DAF-12 nuclear receptor; HEK293 GAL4-hgDAF12 UAS-luciferase reporter, agonist luminescence; normalized to butyrate control; activation, % at 6.8 µM; actives 1.8% (n = 370,000); AID 687014;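 active means activation above a cutoff set at the mean of all screened compounds plus 3 SD, cut at about 10% in these data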;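 further: 0% = DMSO wells and 100% = sodium butyrate wells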
KLK7 zymogen act – activators of human kallikrein-7 zymogen; AID 652039; P49862; actives 0.9% (n = 370,000); purified proKLK7, EDANS-DABCYL substrate fluorescence; 100% is mature enzyme control, 0% vehicle; activation, % at 7 µM;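 active means activation above the mean of all tested compounds plus 3 SD, computed per campaign excluding outliers beyond control limits, cut at about 13% in these data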
ssDAF-12 act – S. stercoralis DAF-12 activation, primary screen; HEK293 ssDAF-12/GRIP1 lit1-tk-luc reporter, luminescence; % of 3 µM dafachronic acid response; activation, % at 6.8 µM; actives 1% (n = 370,000); AID 652126;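 active means activation above the mean over all tested compounds plus 3 SD, cut at about 0.9% in these data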;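 further: 0% = DMSO-only wells and 100% = 3 µM delta7-dafachronic acid wells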
GC-A act – GC-A (human) enzyme activation | P16066 | HEK293 GC-A cells, cGMP TR-FRET, EC30 ANP; 0% at EC30 ANP, 100% saturating ANP | activation, % at 10 µM | actives 0.14% (n = 370,000) | AID 1671463; in the data active means activation above about 40%
SMARCA2 activ – increases SMARCA2 function in MMTV reporter cells; MG213 cells, MMTV-luciferase reporter, dexamethasone, overnight; activation, % at 9.1 µM; actives 1% (n = 370,000); in the data active means activation above about 7.8%;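 further: 0% = vehicle wells and 100% = reference activator wells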
hcDAF-12 act – activators of H. contortus DAF-12 nuclear receptor; HEK293 hcDAF-12 lit1-tk-luc reporter, luminescence; 0% DMSO, 100% Δ7-dafachronic acid; activation, % at 6.8 µM; actives 1.4% (n = 370,000); AID 652067;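 active means activation above the mean of all tested compounds plus 3 SD, cut at about 5.5% in these data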;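 further: 100% = response to 3 µM Δ7-dafachronic acid high control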
GC-B act – GC-B (human) receptor activation; HEK293-GC-B cells, CNP EC30, cGMP TR-FRET; 0% at EC30 CNP, 100% saturating CNP; activation, % at 10 µM; actives 0.11% (n = 370,000);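 active means activation at 10 µM reaching about 35% in either raw or pattern-adjusted values, limit read from the data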
Target sequence (P20594 whole entry, looked up): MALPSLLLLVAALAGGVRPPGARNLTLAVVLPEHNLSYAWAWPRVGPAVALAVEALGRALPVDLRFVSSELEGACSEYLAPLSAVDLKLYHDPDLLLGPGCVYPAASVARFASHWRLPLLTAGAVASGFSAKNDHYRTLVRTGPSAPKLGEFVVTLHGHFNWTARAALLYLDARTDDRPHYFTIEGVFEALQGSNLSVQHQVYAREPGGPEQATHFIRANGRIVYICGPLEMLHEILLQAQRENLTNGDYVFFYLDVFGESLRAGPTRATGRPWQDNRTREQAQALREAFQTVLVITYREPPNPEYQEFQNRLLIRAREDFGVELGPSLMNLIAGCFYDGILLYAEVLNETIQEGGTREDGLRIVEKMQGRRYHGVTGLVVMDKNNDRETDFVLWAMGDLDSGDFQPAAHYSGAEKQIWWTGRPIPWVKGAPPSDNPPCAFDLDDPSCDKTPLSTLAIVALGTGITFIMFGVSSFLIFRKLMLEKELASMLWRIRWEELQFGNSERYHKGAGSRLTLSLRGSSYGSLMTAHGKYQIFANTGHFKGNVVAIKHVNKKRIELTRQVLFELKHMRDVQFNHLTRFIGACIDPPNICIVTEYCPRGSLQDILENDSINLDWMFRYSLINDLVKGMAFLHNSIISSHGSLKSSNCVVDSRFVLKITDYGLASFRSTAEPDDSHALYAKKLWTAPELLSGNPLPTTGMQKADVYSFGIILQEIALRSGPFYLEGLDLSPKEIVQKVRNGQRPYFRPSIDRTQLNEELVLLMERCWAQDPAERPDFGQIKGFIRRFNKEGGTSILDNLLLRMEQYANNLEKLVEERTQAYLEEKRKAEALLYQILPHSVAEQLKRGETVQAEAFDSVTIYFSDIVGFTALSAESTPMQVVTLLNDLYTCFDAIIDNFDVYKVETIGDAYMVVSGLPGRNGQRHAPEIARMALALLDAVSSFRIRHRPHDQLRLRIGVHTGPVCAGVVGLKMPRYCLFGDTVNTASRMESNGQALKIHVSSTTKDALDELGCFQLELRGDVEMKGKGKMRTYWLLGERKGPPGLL
FXN GAA850 act – increases GAA850 frataxin promoter reporter activity. activation, % at 6 µM. actives 0.56% (n = 360,000). HEK293 lucGAA850 FXN promoter luciferase reporter, 24 h; percent of 10 µM SAHA response. AID 540364;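 active means activation above the average of all compounds screened plus 3 SD, cutoff fixed separately per campaign, cut at about 7.5% in these data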;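 further: 0% = DMSO wells and 100% = 10 µM SAHA wells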
DAX1 inh-1 – NR0B1 (DAX1) inhibition; P51843; HEK293 Gal4-DAX1 luciferase reporter, luminescence; inhibition, % at 6.75 µM; actives 0.99% (n = 340,000); AID 504766;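 active means inhibition above the mean over all tested compounds plus 3 SD, cut at about 4.2% in these data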;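 further: 0% = DAX1-transfected cells with DMSO and 100% = empty-vector control cells with DMSO; inhibition shows as a rise in luminescence from relieved DAX1 repression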
DAX1 inh-2 – blocks DAX1 repression of SF-1 activated StAR promoter; HEK293T StAR-luciferase reporter, SF-1/DAX-1 repression relief; inhibition, % at 6.8 µM; actives 1.1% (n = 370,000); AID 652010;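 active means inhibition above the mean over all tested compounds plus 3 SD, cut at about 3.6% in these data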;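 further: 0% = DAX-1 cells with DMSO and 100% = cells lacking DAX-1 with DMSO; higher inhibition means more luminescence from relief of DAX-1 repression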
* = called active by the depositor; / = no result given.

Screens in order – GC-A act	hgDAF12 agonist	FXN GAA850 act	GC-B act	DAX1 inh-2	sPLA2-III inh	SMARCA2 activ	DAX1 inh-1	hcDAF-12 act	ssDAF-12 act	KLK7 zymogen act
(1) O=c1[nH]c(=S)n(C2CCCCC2)c(O)c1C=NCCN1CCOCC1
    -0.1	-1.6	0.5	-1.6	0.4	5.4	-0.9	-0.3	0.7	-0.8	-0.1
(2) CC(C)C(NC(=O)C(c1ccccc1)c1ccccc1)c1nc2ccccc2[nH]1 (stereo unspecified)
    -8.0	-1.2	-7.8	-15.5	0.4	-4.5	0.5	-0.4	-1.7	-1.1	-0.4
(3) Cc1ccccc1CN(C)C(C)C(=O)Nc1ccccc1F (stereo unspecified)
    -5.6	2.4	4.4	-0.2	0.2	-3.0	-2.3	-0.7	0.1	-0.7	-0.5
(4) O=C(NCCCN1CCOCC1)c1ccccc1NS(=O)(=O)c1cc([N+](=O)[O-])ccc1Cl
    0.2	2.5	0.7	3.5	0.2	-8.7	-1.1	-0.2	0.6	0.1	-0.5
(5) O=C1CCC/C=C\C[C@@H](CC(=O)N(CCO)Cc2ccccc2)C(=O)NCCO1
    -1.7	-0.6	-0.2	8.9	0.2	3.0	-0.1	0.3	-1.3	-0.7	-0.8
(6) COC(=O)c1ccc2c(c1C(=O)OC)CN(S(=O)(=O)C(C)(C)C)[C@H]2CCO
    0.9	-1.5	-0.4	0.3	-0.4	15.5	-5.8	0.9	0.9	-1.5	-0.8
(7) Cc1ccc(S(=O)(=O)Nc2cc(C)cn(Cc3ccc(F)cc3)c2=O)cc1
    -12.7	-3.6	-1.8	-2.4	-0.1	14.2	-5.0	-0.2	-0.6	-1.1	-0.3
(8) COCC[N+]1(C)CCCCC1
    3.7	0.6	0.0	-0.9	0.4	7.2	0.0	2.3	-0.7	0.0	-0.3
(9) CN(C)c1ccc(-c2ccnc3c2CC(C)(C(=O)Nc2cccc(C(F)(F)F)c2)O3)cc1 (stereo unspecified)
    -9.0	-0.1	-1.5	-6.2	-1.2	11.7	-6.1	/	0.3	-1.0	-0.7
(10) O=C(/C=C/c1ccc(Cl)cc1)N(Cc1ccccc1)C1CCS(=O)(=O)C1 (stereo unspecified)
    -8.9	-3.5	3.8	-12.6	-0.7	-4.6	-0.4	-1.5	-2.0	-0.9	0.0
(11) Cc1[nH]cnc1C(=O)N/N=C/c1c(Cl)cccc1Cl
    -7.4	5.3	4.7	-0.9	1.9	12.3	0.0	1.0	3.4	-0.8	-0.1
(12) C[C@@H]1CN([C@H](C)CO)S(=O)(=O)c2ccc(Br)cc2O[C@H]1CN(C)C(=O)Nc1cccc(F)c1
    -12.9	-3.8	-2.2	-10.9	-0.9	7.2	-3.8	0.9	-1.6	-0.5	0.3
(13) CCOC(=O)C1CN(Cc2ccccc2)C(=O)C1=O (stereo unspecified)
    1.8	0.3	2.8	-0.2	-0.2	6.2	-0.4	3.5	-1.0	-0.8	-0.2
(14) O=C(NCc1ccccc1)[C@@H]1CCCN1C(=O)[C@H]1CCCN1C(=O)c1cccc(F)c1
    -0.7	1.1	/	-2.7	0.8	12.0	-3.7	/	1.3	-1.0	0.0
(15) CC1=NNC(=O)C1CCC(=O)N/N=C\c1ccc(Cl)c(Cl)c1 (stereo unspecified)
    1.8	-0.5	0.9	2.5	-0.3	-0.2	4.4	-0.5	1.5	-0.7	0.2
(16) CCOC(=O)C1CCCN(C(=O)Cn2nc(Cc3cccnc3)c3ccccc3c2=O)C1 (stereo unspecified)
    -0.3	1.9	-1.0	3.1	-0.1	0.0	-0.4	0.3	0.1	-0.9	0.3
(17) COc1ccc(-c2cc(=O)oc3cc(OCC(=O)N(C)C4CCS(=O)(=O)C4)ccc23)cc1 (stereo unspecified)
    2.1	-0.3	3.9	-0.1	-0.8	-3.6	-1.9	0.7	0.3	-1.1	-0.1
(18) c1coc(-c2nc3nc4ccccc4nc3n2CC2CCCO2)c1 (stereo unspecified)
    -0.2	-3.8	1.7	-1.8	-0.8	-1.3	0.3	-0.2	-0.9	-1.4	21.6*
(19) CCOC(=O)c1cnc(SCC(=O)Nc2cc(OC)cc(OC)c2)nc1N
    2.5	-4.0	-1.6	0.0	-1.9	-1.7	-5.8	-2.3	-2.8	-2.4	-0.9
(20) Cc1ccc(S(=O)(=O)N(C)CC(=O)NNC(=O)Cc2ccccc2F)cc1
    -6.7	0.7	0.8	-1.2	0.9	-14.1	-4.5	0.8	-1.3	-1.3	-0.4
(21) COc1ccc(N(Cc2ccccc2)S(=O)(=O)c2cccc(C(=O)NC3=NCCS3)c2)cc1
    -4.7	-1.7	1.6	-9.8	-1.4	-18.8	0.9	-0.4	-1.2	-1.3	0.5
(22) O=C(Nc1cccc(Cl)c1)NC1CC2CCC(C1)N2Cc1ccco1 (stereo unspecified)
    -3.6	-2.2	-0.1	0.8	2.7	-9.8	1.0	-0.4	-0.8	-1.4	-0.3
(23) CN(c1ccccc1)c1cc(Br)nc(Br)c1
    8.1	2.5	2.4	1.5	-0.7	6.6	-2.7	2.5	-0.9	-1.3	1.0
(24) COc1ccccc1C(=O)C1CCCN(C(=O)CCc2ccccn2)C1 (stereo unspecified)
    -0.3	0.5	1.3	5.3	-0.1	5.2	-1.3	2.9	1.6	-1.0	0.0
(25) CC(C)(C)OC(=O)N1CCC(NC(=O)c2[nH]cnc2C(=O)Nc2ccon2)CC1
    -0.2	-1.8	0.2	-6.2	0.5	-1.2	2.9	0.6	-2.9	-2.0	0.8
(26) O=C(CNCc1ccccc1Cl)Nc1ccccc1N1CCCCC1
    1.6	-1.2	-0.4	-0.7	-0.1	-0.4	-4.2	0.1	0.2	-1.8	0.9
(27) COc1ccc(NC(=S)NC(=O)c2ccccc2Cl)cc1
    -1.8	9.1	4.1	-5.0	0.5	6.6	0.0	0.9	-0.7	-0.3	-0.3
(28) COC(=O)[C@@H]1CCCN1C(=O)CCc1nnc(CCC2CCCCC2)o1
    25.9	10.4	1.3	5.1	1.1	8.7	3.6	1.0	2.6	-0.2	0.7
(29) N#Cc1c(-c2ccccc2)nc(SCc2ccc([N+](=O)[O-])cc2)[nH]c1=O
    0.2	1.6	-0.8	-9.5	-0.1	-46.1	-1.2	1.8	-0.1	-1.1	-0.1
(30) Cc1c(C(=O)NCCSCc2ccccc2)cccc1[N+](=O)[O-]
    3.4	-1.2	3.4	0.3	-1.2	3.1	-4.8	1.2	0.8	-1.6	0.2
(31) COc1ccc(OCCNC(=O)/C=C/c2ccccc2)cc1
    1.6	-0.5	-0.3	-5.3	-0.6	-5.6	1.8	0.1	-1.4	-1.1	-0.1
(32) CC1CCCC(NC(=O)CC2Nc3ccccc3NC2=O)C1C (stereo unspecified)
    -0.9	-4.0	0.9	-5.1	0.1	-12.8	-0.4	-0.3	-0.8	-1.3	0.7
(33) Cc1ccc(C(=O)NCC(=O)OCCCOC(=O)CNC(=O)c2ccc(C)cc2)cc1
    0.3	-0.3	1.9	-4.3	2.1	2.1	-0.4	0.0	-0.6	-1.2	-0.6
(34) O=C(Cn1nc(C(=O)O)c2ccccc2c1=O)Nc1cccc(S(=O)(=O)N2CCOCC2)c1
    -4.7	1.3	0.9	0.3	-0.4	-7.1	-0.3	0.1	0.4	-0.3	-0.2
(35) CCOCCCN(C)C1CCN(C(=O)c2oc3ccccc3c2NC(=O)Cc2ccc(F)cc2)CC1
    5.1	3.2	-0.2	7.0	-0.2	-10.8	0.3	1.7	3.4	-1.0	0.2
(36) CCC(=O)N1CCc2cc(OC)c(OC)cc2C1COc1ccc(C(=O)OC)cc1 (stereo unspecified)
    9.0	-4.2	2.6	4.1	-0.8	-4.8	-0.4	-1.0	-3.6	-1.7	0.4
(37) O=C(Nc1nc2ccc(F)cc2s1)C1CCCO1 (stereo unspecified)
    22.2	11.3*	4.4	-1.0	4.0*	0.8	10.3*	1.2	4.6	0.1	-0.1
(38) C/C(=N\NC(=O)Cc1cc(=O)[nH][nH]1)c1cccc([N+](=O)[O-])c1
    -4.8	-0.5	0.5	-0.1	-0.5	2.1	-1.9	-0.7	-0.4	-1.6	-0.3
(39) Cc1ccc2c(c1)nnn2C1CCN(CC(=O)N(c2ccccc2)c2ccccc2)CC1
    -13.6	-2.8	-1.8	-11.4	-1.0	-13.7	-6.1	-1.7	-3.4	-2.8	0.0
(40) CN(CCc1ccccc1)C(=O)c1ccc(NC(=O)Cc2ccc(NC(=O)C3CCCN(C(=O)CCc4ccccc4)C3)cc2)cc1 (stereo unspecified)
    2.8	-8.0	-6.2	3.7	-5.9	-39.3	-6.6	-5.6	-4.8	-2.4	-0.3
(41) Cc1ccc2cc(C)c(SCC(=O)NCc3ccco3)nc2c1
    -6.6	1.5	0.1	-3.7	-1.4	-8.2	-4.4	-0.1	-2.5	-1.8	-1.0
(42) CC(C)(Oc1ccc(Cl)cc1)C(=O)N1CCC(C(N)=O)CC1
    1.7	2.6	1.6	-1.8	-0.5	-2.8	-0.1	-0.9	0.2	-1.8	-0.4
(43) O=C(OCc1nc2scc(-c3ccccc3)c2c(=O)[nH]1)c1ccco1
    -0.9	1.2	0.4	0.3	-1.1	0.2	-2.2	1.8	-0.3	-0.4	0.4
(44) CCOc1ccc2nc(NCCCO)[nH]c2c1
    1.4	2.7	1.4	-8.5	0.4	1.2	2.0	-0.7	0.3	-0.8	-0.6
(45) O=C(NCCCc1ccccc1)C(=O)NCC1OCCN1S(=O)(=O)c1ccc(F)cc1 (stereo unspecified)
    -0.1	-2.0	1.9	-2.7	-3.1	-2.9	-3.1	-0.6	-4.4	-1.1	0.1
(46) O=C1C=C(c2cc3ccccc3s2)C[C@@H](c2ccc(Cl)cc2)C1
    -3.5	-1.7	-0.5	8.4	0.3	10.2	0.8	0.7	-0.7	-0.9	-0.6
(47) CCOC(=O)[C@H]1[C@H]2COc3ccc(Br)cc3[C@@H]2N2C(=O)N(c3ccc(F)cc3)C(=O)[C@@]12C
    0.4	0.2	1.3	-6.8	0.0	-21.1	1.2	0.2	0.0	-1.2	0.4
(48) O=C1NC(=Nc2ccccc2)S/C1=C/c1cccs1
    3.9	15.1*	4.6	0.9	0.5	-18.7	5.5	3.2	3.0	-0.4	0.3
(49) CCN(C(=O)Cn1nc(C)c([N+](=O)[O-])c1C)C1CCS(=O)(=O)C1 (stereo unspecified)
    -0.6	2.2	1.4	3.7	3.2	4.1	-1.8	0.2	-0.8	-1.1	0.0
(50) CN1CCN(C(=O)C2=C[C@@H](c3ccccc3)C[C@@H](OCCCCO)O2)CC1
    3.6	-0.4	0.7	5.5	-0.1	4.4	0.9	0.7	-1.0	-1.1	-0.4
(51) Cc1cccc(-c2cccc3c4c([nH]c23)[C@@H]2C[C@H](N(C)C(=S)Nc3ccc(C#N)cc3)[C@H]([C@H](C)O)CN2CC4)c1
    2.3	0.1	/	2.4	-0.1	5.7	-6.7	/	1.4	-1.4	0.5
(52) Cc1nnc(N(Cc2ccccc2)C(=O)c2cnccn2)s1
    -0.5	0.7	1.3	0.1	1.5	6.5	-3.7	0.2	0.9	-0.8	0.0
(53) COc1ccc(/C=C/C(=O)N2CCN(S(=O)(=O)c3ccccc3Br)CC2)cc1OC
    -3.4	1.0	-3.8	1.6	-1.2	-10.4	-1.9	-0.6	-2.2	-1.4	0.7

Source: PubChem BioAssay
